# Screens from PubChem BioAssay.
# T cruzi intra – blocks T. cruzi growth inside host cells | 4.9% of 22,000 active | intracellular Trypanosoma cruzi in host cells, plate reader | activity score (inhibition), % at 5.01 µM | AID 651903; in the data active = activity score above about 55%;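 also: parasites and compound incubated about four days before reading; 0% = median of neutral control wells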
# INS-1E ATP HTS – preserves ATP levels in cytokine-treated INS-1E cells. INS-1E cytokine-induced death, ATP luminescence, 48 h; normalised: neutral wells 0, positive control 100. protection from cytokine-induced ATP loss, % at 10 µM. AID 488910. 0.1% of 20,000 active;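 active = mean replicate protection from cytokine-induced ATP loss at least 50% and at least 75% of replicates each reaching 50%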
#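 Assay system – rat INS-1E insulinoma cell line · Quantity – 8000 cells per well · Buffer or medium – RPMI without phenol red, 5% FBS · Schedule – 48 h co-treatment, 10 min post-lysis read · Technique – luminescent ATP assay (CellTiter-Glo)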
# An asterisk follows results filed as active; . = no result given.
SMILES,T cruzi intra,INS-1E ATP HTS
Cc1ccc(S(=O)(=O)Nc2cccc3c2O[C@H](CN(C)S(=O)(=O)c2cccs2)[C@H](C)CN([C@@H](C)CO)C3=O)cc1,22,1
COc1ccc(S(=O)(=O)N(C)C[C@H]2Oc3ccc(NC(=O)C4CCCCC4)cc3C(=O)N([C@H](C)CO)C[C@@H]2C)cc1,7,5
C[C@@H]1CN([C@H](C)CO)C(=O)c2cc(NC(=O)Cc3cn(C)c4ccccc34)ccc2O[C@H]1CN(C)Cc1ccc(C(F)(F)F)cc1,14,.
Cc1noc(C)c1NC(=O)N(C)C[C@H]1Oc2ccc(NC(=O)C3CCCCC3)cc2C(=O)N([C@H](C)CO)C[C@@H]1C,-18,2
C[C@@H]1CN([C@@H](C)CO)C(=O)c2cc(NC(=O)NC3CCCCC3)ccc2O[C@@H]1CN(C)Cc1ccc(-c2ccccc2)cc1,30,-23
C[C@@H]1CN([C@@H](C)CO)C(=O)c2cccc(NC(=O)c3ccncc3)c2O[C@@H]1CN(C)C(=O)NC1CCCCC1,1,-6
Cc1noc(C)c1NC(=O)N(C)C[C@H]1Oc2ccc(NS(=O)(=O)c3cn(C)cn3)cc2CC(=O)N([C@@H](C)CO)C[C@H]1C,-36,1
Cc1noc(C)c1NC(=O)N(C)C[C@@H]1Oc2ccc(NC(=O)Cc3cn(C)c4ccccc34)cc2C(=O)N([C@H](C)CO)C[C@H]1C,-8,.
COc1ccc(S(=O)(=O)Nc2ccc3c(c2)CC(=O)N([C@@H](C)CO)C[C@H](C)[C@H](CN(C)S(=O)(=O)c2c(C)noc2C)O3)cc1,-48,19
C[C@H](CO)N1C[C@H](C)[C@H](CN(C)C(=O)Nc2ccc(F)cc2)Oc2ccc(NS(C)(=O)=O)cc2C1=O,-12,.
C[C@@H]1CN([C@@H](C)CO)C(=O)c2cc(NS(C)(=O)=O)ccc2O[C@@H]1CN(C)Cc1ccc(Cl)c(Cl)c1,3,.
C[C@H]1CN([C@@H](C)CO)C(=O)Cc2cc(NC(=O)c3ccncc3)ccc2O[C@H]1CN(C)Cc1ccc(Cl)c(Cl)c1,48,-10
COc1ccc(C#Cc2cnc3c(c2)C(=O)N([C@H](C)CO)C[C@H](C)[C@H](CN(C)C(=O)NC2CCCCC2)O3)cc1OC,23,.
Cc1ccc(S(=O)(=O)N(C)C[C@@H]2Oc3ccc(NC(=O)Nc4ccccc4)cc3C(=O)N([C@@H](C)CO)C[C@H]2C)cc1,8,-9
COc1ccc(S(=O)(=O)Nc2cccc3c2O[C@@H](CN(C)S(=O)(=O)c2cn(C)cn2)[C@H](C)CN([C@@H](C)CO)C3=O)cc1,-15,5
Cc1noc(C)c1NC(=O)N(C)C[C@@H]1Oc2c(NC(=O)Nc3cccc4ccccc34)cccc2C(=O)N([C@@H](C)CO)C[C@H]1C,0,16
C[C@H]1CN([C@@H](C)CO)C(=O)c2cc(NC(=O)CCC(F)(F)F)ccc2O[C@@H]1CN(C)S(=O)(=O)c1cccs1,-14,13
C[C@@H]1CCCCO[C@@H](CN(C)Cc2ccncc2)[C@@H](C)CN([C@H](C)CO)C(=O)c2cc(NC(=O)Nc3ccccc3)ccc2O1,-7,5
C[C@H]1CN([C@@H](C)CO)C(=O)Cc2cc(NC(=O)Nc3ccc(F)cc3)ccc2O[C@@H]1CN(C)CC1CCCCC1,32,-8
C[C@@H]1CN([C@@H](C)CO)C(=O)c2cc(NC(=O)Nc3ccc(F)cc3)ccc2O[C@H]1CN(C)Cc1ccc(-c2ccccc2)cc1,-42,-21
C[C@H](CO)N1C[C@H](C)[C@@H](CN(C)C(=O)Nc2ccnc(N3CCOCC3)c2)OCc2cn(nn2)CCCC1=O,-22,.
CC(C)NC(=O)Nc1ccc2c(c1)CC(=O)N([C@H](C)CO)C[C@H](C)[C@H](CN(C)CC1CCCCC1)O2,-18,-6
O=C(CCCCCCC(=O)Nc1ccccc1O)N/N=C/c1c[nH]c2ccccc12,11,21
O=C(CCCCCCC(=O)N/N=C/c1ccc(CO)o1)NO,-3,52*
C[C@@H]1CN([C@@H](C)CO)C(=O)c2cccc(NS(=O)(=O)c3cn(C)cn3)c2O[C@H]1CN(C)Cc1ccc(Cl)c(Cl)c1,0,5

# Some of the entries so far, with bars between the fields:
canonical_smiles | T cruzi intra | INS-1E ATP HTS
Cc1ccc(S(=O)(=O)Nc2cccc3c2O[C@H](CN(C)S(=O)(=O)c2cccs2)[C@H](C)CN([C@@H](C)CO)C3=O)cc1 | 22 | 1
COc1ccc(S(=O)(=O)N(C)C[C@H]2Oc3ccc(NC(=O)C4CCCCC4)cc3C(=O)N([C@H](C)CO)C[C@@H]2C)cc1 | 7 | 5
C[C@@H]1CN([C@H](C)CO)C(=O)c2cc(NC(=O)Cc3cn(C)c4ccccc34)ccc2O[C@H]1CN(C)Cc1ccc(C(F)(F)F)cc1 | 14 | .
Cc1noc(C)c1NC(=O)N(C)C[C@H]1Oc2ccc(NC(=O)C3CCCCC3)cc2C(=O)N([C@H](C)CO)C[C@@H]1C | -18 | 2
C[C@@H]1CN([C@@H](C)CO)C(=O)c2cc(NC(=O)NC3CCCCC3)ccc2O[C@@H]1CN(C)Cc1ccc(-c2ccccc2)cc1 | 30 | -23
C[C@@H]1CN([C@@H](C)CO)C(=O)c2cccc(NC(=O)c3ccncc3)c2O[C@@H]1CN(C)C(=O)NC1CCCCC1 | 1 | -6
Cc1noc(C)c1NC(=O)N(C)C[C@H]1Oc2ccc(NS(=O)(=O)c3cn(C)cn3)cc2CC(=O)N([C@@H](C)CO)C[C@H]1C | -36 | 1
Cc1noc(C)c1NC(=O)N(C)C[C@@H]1Oc2ccc(NC(=O)Cc3cn(C)c4ccccc34)cc2C(=O)N([C@H](C)CO)C[C@H]1C | -8 | .
COc1ccc(S(=O)(=O)Nc2ccc3c(c2)CC(=O)N([C@@H](C)CO)C[C@H](C)[C@H](CN(C)S(=O)(=O)c2c(C)noc2C)O3)cc1 | -48 | 19
C[C@H](CO)N1C[C@H](C)[C@H](CN(C)C(=O)Nc2ccc(F)cc2)Oc2ccc(NS(C)(=O)=O)cc2C1=O | -12 | .

# Other compounds:
SMILES,T cruzi intra,INS-1E ATP HTS
C[C@@H]1CN([C@@H](C)CO)C(=O)c2cc(NS(=O)(=O)c3cccs3)ccc2O[C@H]1CN(C)C(=O)Nc1ccc(F)cc1,-14,5
C[C@@H]1CN([C@H](C)CO)C(=O)Cc2cc(NC(=O)NC3CCCCC3)ccc2O[C@H]1CN(C)C(=O)Nc1ccccc1,-6,7
C[C@H](CO)N1C[C@H](C)[C@H](CN(C)C(=O)Nc2ccc(F)cc2)Oc2ccc(NC(=O)C3CC3)cc2C1=O,5,0
O=C(NO)c1ccc(C(=O)N/N=C/c2cccc(O)c2O)cc1,-5,-1
CNC[C@H]1Oc2ccc(NC(=O)Nc3ccc(C(F)(F)F)cc3)cc2C(=O)N([C@@H](C)CO)C[C@@H]1C,1,.
C[C@@H]1CN([C@@H](C)CO)C(=O)c2cc(NC(=O)Cc3cn(C)c4ccccc34)ccc2O[C@@H]1CN(C)Cc1ccc(C(=O)Nc2ccccc2N)cc1,22,12
C[C@@H]1CN([C@H](C)CO)C(=O)Cc2cc(NC(=O)Nc3cccc4ccccc34)ccc2O[C@@H]1CN(C)Cc1ccccc1,68*,-19
C[C@@H]1CN([C@@H](C)CO)C(=O)c2cc(NS(C)(=O)=O)ccc2O[C@H]1CN(C)S(=O)(=O)c1ccc(Cl)cc1,6,0
C[C@@H]1CN([C@H](C)CO)C(=O)c2cccc(NC(=O)Nc3ccc(F)cc3)c2O[C@@H]1CN(C)Cc1ccc2c(c1)OCO2,-49,-8
C[C@H]1CN([C@@H](C)CO)C(=O)CCCn2nncc2CO[C@@H]1CN(C)S(=O)(=O)c1ccc(-n2cccn2)cc1,6,.
COc1ccc(NC(=O)N(C)C[C@@H]2Oc3ccc(NC(=O)CCCN(C)C)cc3CC(=O)N([C@H](C)CO)C[C@H]2C)cc1,-13,8
Cc1ccc(S(=O)(=O)N(C)C[C@H]2OCCCC[C@@H](C)Oc3ccc(NC(=O)Cc4ccccc4)cc3C(=O)N([C@H](C)CO)C[C@@H]2C)cc1,6,-6
C[C@@H]1CN([C@@H](C)CO)C(=O)c2cccc(NC(=O)Nc3ccccc3)c2O[C@H]1CN(C)Cc1ccc2c(c1)OCO2,3,1
C[C@@H]1CN([C@@H](C)CO)C(=O)c2cccc(NC(=O)CCCCCC(=O)Nc3ccccc3N)c2O[C@H]1CN(C)S(=O)(=O)c1ccc(Cl)cc1,13,0
CNC[C@@H]1OCc2cn(nn2)CCCC(=O)N([C@@H](C)CO)C[C@@H]1C,-1,.
COc1ccc(NC(=O)N(C)C[C@H]2Oc3ccc(NS(C)(=O)=O)cc3CC(=O)N([C@@H](C)CO)C[C@H]2C)cc1,-15,-4
COc1ccc(S(=O)(=O)N(C)C[C@@H]2Oc3ccc(NS(=O)(=O)c4cn(C)cn4)cc3C(=O)N([C@H](C)CO)C[C@H]2C)cc1,-2,-1
Cc1noc(C)c1NC(=O)N(C)C[C@@H]1Oc2ccc(NC(=O)C3CCCCC3)cc2C(=O)N([C@H](C)CO)C[C@@H]1C,-15,9
COc1ccc(S(=O)(=O)Nc2ccc3c(c2)C(=O)N([C@@H](C)CO)C[C@@H](C)[C@@H](CN(C)S(=O)(=O)c2ccccc2)O3)cc1,2,0
COc1ccc(O)c(/C=N/NC(=O)c2ccccn2)c1,0,-8
C[C@@H]1CN([C@H](C)CO)C(=O)c2cccc(NC(=O)Nc3cccc4ccccc34)c2O[C@H]1CN(C)C(=O)Nc1ccc2c(c1)OCO2,18,-1
C[C@@H]1CN([C@@H](C)CO)C(=O)c2cc(NC(=O)C3CC3)ccc2O[C@H]1CN(C)C(=O)NC1CCCCC1,5,2
Cc1noc(C)c1NC(=O)Nc1ccc2c(c1)CC(=O)N([C@H](C)CO)C[C@@H](C)[C@H](CN(C)S(=O)(=O)c1cccs1)O2,-15,3
COc1ccc(NC(=O)N(C)C[C@@H]2Oc3c(NS(=O)(=O)c4cn(C)cn4)cccc3C(=O)N([C@@H](C)CO)C[C@@H]2C)cc1,-22,0
C[C@@H]1CN([C@@H](C)CO)C(=O)c2cc(NC(=O)C3CCCCC3)ccc2O[C@H]1CN(C)C(=O)Nc1ccc(F)cc1,-1,-2
# (continued)
SMILES,T cruzi intra,INS-1E ATP HTS
C[C@@H]1CN([C@H](C)CO)C(=O)c2cccc(NC(=O)NC3CCCCC3)c2O[C@H]1CN(C)Cc1ccc(Oc2ccccc2)cc1,61*,-38
Cc1noc(C)c1NC(=O)N(C)C[C@@H]1Oc2ccc(NS(=O)(=O)c3ccc(Cl)cc3)cc2C(=O)N([C@H](C)CO)C[C@H]1C,-4,-1
C[C@@H]1CN([C@H](C)CO)C(=O)c2cc(NC(=O)c3ccncc3)ccc2O[C@H]1CN(C)C,-11,6
C[C@H]1CN([C@@H](C)CO)C(=O)c2cccc(NS(=O)(=O)c3ccc(F)cc3)c2O[C@H]1CN(C)C(=O)Nc1ccc2c(c1)OCO2,-6,6
C[C@H](CO)N1C[C@H](C)[C@@H](CN(C)S(C)(=O)=O)Oc2ccc(NS(C)(=O)=O)cc2C1=O,-9,3
C[C@H]1CN([C@@H](C)CO)C(=O)Cc2cc(NC(=O)Cc3ccccc3)ccc2O[C@H]1CN(C)C(=O)Nc1ccccc1,-6,9
Cc1noc(C)c1S(=O)(=O)Nc1ccc2c(c1)CC(=O)N([C@H](C)CO)C[C@H](C)[C@H](CN(C)C)O2,-10,-6
C[C@H]1CN([C@@H](C)CO)C(=O)Cc2cc(NC(=O)NC3CCCCC3)ccc2O[C@H]1CN(C)CC1CCCCC1,-79,4
COc1ccc(NC(=O)N(C)C[C@@H]2Oc3ccc(NC(=O)C4CC4)cc3CC(=O)N([C@@H](C)CO)C[C@@H]2C)cc1,-31,15
COc1ccc(NC(=O)N(C)C[C@@H]2OCc3cnnn3CCCC(=O)N([C@@H](C)CO)C[C@@H]2C)cc1,-10,.
COc1ccc(S(=O)(=O)Nc2cccc3c2O[C@H](CN(C)Cc2ccc(C(=O)Nc4ccccc4N)cc2)[C@@H](C)CN([C@H](C)CO)C3=O)cc1,49,-13
C[C@H]1CN([C@@H](C)CO)C(=O)c2cccc(NS(C)(=O)=O)c2O[C@@H]1CN(C)Cc1ccc(C(F)(F)F)cc1,1,-2
C[C@@H]1CCCCO[C@@H](CN(C)C(=O)Cc2ccccc2)[C@@H](C)CN([C@H](C)CO)C(=O)c2cc(NC(=O)Nc3ccc(F)cc3)ccc2O1,-1,-1
Cc1ccc(S(=O)(=O)Nc2cccc3c2O[C@H](CN(C)C(=O)Nc2c(C)noc2C)[C@@H](C)CN([C@@H](C)CO)C3=O)cc1,-23,10
C[C@H](CO)N1C[C@H](C)[C@@H](CN(C)CC2CCCCC2)Oc2c(NC(=O)Nc3ccc4c(c3)OCO4)cccc2C1=O,47,-7
C[C@H]1CN([C@@H](C)CO)C(=O)c2cccc(N(C)C)c2O[C@H]1CN(C)S(=O)(=O)c1ccc(F)cc1,0,2
C[C@H]1CN([C@@H](C)CO)C(=O)c2cc(NC(=O)CCN3CCOCC3)ccc2O[C@H]1CN(C)S(=O)(=O)c1ccc(F)cc1,-3,10
CC(C)NC(=O)N(C)C[C@H]1Oc2ccc(NC(=O)Cc3cn(C)c4ccccc34)cc2CC(=O)N([C@@H](C)CO)C[C@@H]1C,-7,16
C[C@H]1CN([C@@H](C)CO)C(=O)c2cccc(NS(=O)(=O)c3cccs3)c2O[C@H]1CN(C)S(=O)(=O)c1ccccc1,-13,13
CC(C)NC(=O)N(C)C[C@H]1Oc2ccc(NC(=O)Cn3cnnn3)cc2C(=O)N([C@@H](C)CO)C[C@H]1C,-14,1
C[C@H]1CN([C@@H](C)CO)C(=O)Cc2cc(NC(=O)Nc3ccccc3)ccc2O[C@H]1CN(C)Cc1ccc2c(c1)OCO2,2,3
C[C@@H]1CCCCO[C@@H](CN(C)CC2CC2)[C@@H](C)CN([C@H](C)CO)C(=O)c2cc(NC(=O)Nc3cccc4ccccc34)ccc2O1,37,-8
